Screening results deposited in PubChem BioAssay by The Scripps Research Institute Molecular Screening Center.
CHO-K1 Ca antag – M1 antagonist counterscreen hit in parental CHO-K1 cells. ATP-induced calcium, Fluo-8 fluorescence. inhibition, % at 3 µM. hit rate 0.6% among 360,000. AID 602250;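 active = inhibition above a per-plate cutoff, the plate's mean sample inhibition plus 3 SD, cut at about 24% in these data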;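 also: 0% = DMSO plus EC80 ATP and 100% = DMSO alone without ATP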
CHRM5 antagonist – antagonists of human muscarinic M5 receptor (CHRM5) | P08912 | CHO-hM5 cells, Fluo-8 calcium fluorescence, ACh EC80 | inhibition, % at 3 µM | hit rate 0.59% among 360,000;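 active = inhibition above a per-plate cutoff, the mean of that plate's test compounds plus 3 SD, cut at about 27% in these data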;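 also: 0% = acetylcholine EC80 with DMSO and 100% = DMSO without agonist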
CHRM4 agonist – agonists of human muscarinic M4 receptor (CHRM4) | hit rate 0.14% among 360,000 | activation, % at 3 µM | CHO-K1 hM4/Gqi5, Fluo-8 calcium fluorescence; vehicle 0%, full acetylcholine response 100% | AID 624127;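 active = activation above the run mean over all test wells plus 3 SD, cut at about 32% in these data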;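 also: peak over basal fluorescence ratio per well then scaled between controls; 0% = DMSO wells and 100% = acetylcholine at EC100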
Target sequence (P08173 whole entry, looked up): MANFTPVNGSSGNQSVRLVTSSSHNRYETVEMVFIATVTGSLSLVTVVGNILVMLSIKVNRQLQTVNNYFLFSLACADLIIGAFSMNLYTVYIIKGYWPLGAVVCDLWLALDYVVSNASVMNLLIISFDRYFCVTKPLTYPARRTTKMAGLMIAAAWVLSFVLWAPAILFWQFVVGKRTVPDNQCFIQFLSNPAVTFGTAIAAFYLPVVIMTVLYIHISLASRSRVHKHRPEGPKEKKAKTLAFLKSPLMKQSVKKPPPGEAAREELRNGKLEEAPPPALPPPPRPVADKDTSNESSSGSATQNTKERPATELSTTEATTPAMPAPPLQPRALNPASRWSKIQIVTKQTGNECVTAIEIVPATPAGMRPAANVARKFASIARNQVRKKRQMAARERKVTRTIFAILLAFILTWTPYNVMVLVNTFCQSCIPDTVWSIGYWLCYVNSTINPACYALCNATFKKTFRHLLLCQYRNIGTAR
M4 PAM – CHRM4 positive allosteric modulation | P08173 | CHO-K1 hM4/Gqi5, Fluo-8 calcium fluorescence, ACh EC20; 0% = ACh EC20, 100% = maximal ACh | activation, % at 3 µM | hit rate 0.4% among 360,000 | AID 624126;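 active = activation above its plate's cutoff, the mean activation of sample wells plus 3 SD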; also: some results filed as inactive read as strong as hits
M1 ag parental – counter-screen for M1 agonists: effect in parental CHO-K1 cells. activation, % at 3 µM. Fluo-8 calcium fluorescence; scaled to maximal ATP response, vehicle zero. hit rate 0.48% among 360,000; in the data active = activation above about 15%;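 also: untransfected CHO-K1 host cells lacking M1 receptor as counterscreen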
M4 antag – antagonists of human muscarinic M4 receptor (CHRM4); hit rate 0.73% among 360,000; CHO-hM4 cells, ACh EC80, Fluo-8 calcium fluorescence; AID 624125; inhibition, % at 3 µM;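 active = inhibition above its plate's cutoff, the mean inhibition of sample wells plus 3 SD, cut at about 27% in these data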;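 also: 0% = acetylcholine EC80 with DMSO and 100% = DMSO without agonist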
M1 PAM parental – nonselective activator or artifact in parental CHO-K1 calcium assay; ATP EC20, Fluo-8 calcium fluorescence; 0% at ATP EC20, 100% at ATP max; activation, % at 3 µM; hit rate 0.02% among 360,000;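 active = activation above the run cutoff, the mean activation of all test compounds plus 3 SD, cut at about 40% in these data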;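 also: peak over basal fluorescence ratio in a 140 s read after ATP addition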
CHRM5 agonist – agonists of human muscarinic M5 receptor (CHRM5) | CHO-K1 hM5 cells, Fluo-8 calcium fluorescence; 0% DMSO wells, 100% maximal acetylcholine response | activation, % at 3 µM | hit rate 0.19% among 360,000 | AID 624037;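 active = activation above the run's mean over test compounds plus 3 SD, cut at about 23% in these data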;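 also: signal is peak over basal fluorescence ratio across the kinetic read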
M5 PAM – CHRM5 positive allosteric modulation; CHO-K1 hM5, Fluo-8 calcium, ACh EC20 PAM; 0% = ACh EC20, 100% = ACh EC100; AID 624038; P08912; activation, % at 3 µM; hit rate 0.3% among 360,000;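 active = activation above the run cutoff, the mean activation of all test compounds plus 3 SD, cut at about 18% in these data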
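system = human M5 receptor in CHO-K1 cells | reagent = EC20 acetylcholine as agonist stimulus | compound dosing = single-point, 3 µM nominal | incubation = Fluo-8 loading 80 min at 37 °C plus 30 min room temperature | detection = Fluo-8 calcium dye fluorescence, kinetic read | benchmarks = low control EC20 acetylcholine (0%), high control EC100 acetylcholine (100%)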
* hit, by the source's call.

Second line of a record – CHO-K1 Ca antag, CHRM5 antagonist, CHRM4 agonist, M4 PAM, M1 ag parental, M4 antag, M1 PAM parental, CHRM5 agonist, M5 PAM
CCOC(=O)CN(C(=O)CSc1nnc(COc2ccc(OC)cc2)n1C)c1ccccc1
  -1, -7, 2, 14, 0.4, -12, 6, -4, -2
COc1ccc(C(C(=O)NC2CCCC2)N(CCO)C(=O)Cn2nnc(-c3ccc(C)o3)n2)cc1OC (centres undefined)
  0, 20, 1, 2, 0.3, -2, -17, -5, -5
COc1cccc(N(C(=O)c2snc(C(N)=O)c2N)C(C(=O)NCC2CCCO2)c2ccc3ncccc3c2)c1 (centres undefined)
  -9, 0, 4, -8, 1.4, 1, -9, 1, -4
COc1ccc(-c2cc(C(=O)n3cnc4ccccc43)c3ccccc3n2)cc1
  -4, 0, 5, -5, 0.9, 4, -1, -1, -1
NS(=O)(=O)c1ccc(NC(=O)CSc2n[nH]c(=O)n2C2CC2)cc1
  -12, 10, 0, 9, -0.2, -6, 17, 4, -2
Cc1c(NC(C)c2cc(Cl)ccc2O)c(=O)n(-c2ccccc2)n1C (centres undefined)
  23, 6, 0, -1, -0.1, -8, 0, 0, -4
O=C(NCc1ccccc1)C1CC2CCCC(C1)C2=O (centres undefined)
  -2, 5, 0, 7, 0.1, -4, 5, -1, 0
CCn1c(SCC(=O)NC2CC2)nc2ccccc21
  0, -6, 0, -4, 0.7, -9, 17, 0, 2
O=C1c2ccccc2C(Nc2ccc3c(c2)OCCO3)N1Cc1ccco1 (centres undefined)
  5, 6, 20, -11, 5.9, 1, -2, 5, -16
Cc1ccccc1CNC(=O)c1csc([C@@H]2O[C@H](CO)[C@@H](O)[C@H]2O)n1
  0, -11, 1, -1, 0.0, -18, -12, 1, 3
CCOC(=O)c1cc2sccc2n1CC(=O)C(C)(C)C
  -11, 11, 0, -1, 2.5, 3, 18, -3, -2
O=C(O)CCn1c(=O)n(CCC(=O)O)c(=O)n(CCC(=O)O)c1=O
  -1, 4, 0, -4, -0.6, -2, -1, 1, -1
O=C1N(Cc2ccccc2)c2ccc(Cl)cc2C12OCCO2
  -10, -9, -1, -5, -0.1, 12, 13, -2, 1
O=c1[nH]c(SCc2cccc(F)c2)nc2c1CCCC2
  -16, -7, -2, 5, 1.3, -6, 30, -2, 1
CCCNC(=S)N1CCN(Cc2ccc3c(c2)OCO3)CC1
  -17, -4, 2, 16, 1.3, -9, 13, 0, -1
COc1ccc(S(=O)(=O)N2CCN(c3ccccc3)CC2)cc1C(=O)N1CCCC1
  10, -3, 1, 4, 0.8, 2, 10, -3, 1
CCCn1nnnc1NCc1ccc(OC)cc1OC
  3, 15, 0, -2, 0.0, 3, -6, 0, -6
O=C(NCC(c1cccs1)N1CCc2ccccc21)c1ccccc1 (centres undefined)
  9, 7, 1, 1, 0.1, -3, 11, -3, -2
N[C@@H](Cc1ccccc1)C(=O)N1CCC(C(=O)NCC(=O)Nc2ccc(F)cc2)CC1
  -15, 10, 0, 4, 0.3, -3, 21, -6, 2
O=C(NCc1ccccc1)c1cc(C2CCCCN2S(=O)(=O)Cc2ccccc2)on1 (centres undefined)
  3, 23, 3, 2, 1.0, -8, 5, -4, 8
Cc1sc2ncnc(N3CCC(C(=O)Nc4cc(Cl)ccc4Cl)CC3)c2c1C
  -5, 5, 36*, 56*, 0.3, 34*, -1, 1, -8
COc1cc(CN2CCN(CCc3ccccc3)C(CCO)C2)cc(OC)c1 (centres undefined)
  -16, 11, -1, -11, 0.2, 8, 6, -11, -2
CCN1CCN(C(=O)c2ccc(OC3CCN(CCc4ccccc4)CC3)cc2)[C@@H](C)C1=O
  -3, 10, 2, -8, 1.6, -1, 3, -10, -7
CCCc1nc(SCC(=O)N2CCN(c3ccccc3)CC2)c2c(=O)n(C)c(=O)n(C)c2n1
  3, -2, 1, 5, 0.3, -11, 3, 2, 1
CCOC(=O)Cc1c(C)c2c(O)cc(O)cc2oc1=O
  -25, -2, 5, 6, 2.2, -15, 23, 1, 4
CCOC(=O)C1=C(COC(=O)CC(C)c2ccccc2)NC(=O)NC1C (centres undefined)
  -7, 1, 4, -6, 2.4, 5, 7, 4, -6
COC(=O)c1cc(OC)c(OC)cc1NC(=O)Cc1cccs1
  -7, 14, 4, -8, 1.8, 1, 6, 3, 1
Cn1c(=O)[nH]c(=O)c2c1nc(Br)n2CC(O)c1ccccc1 (centres undefined)
  15, 1, 2, -3, 1.2, -1, 6, -1, -4
O=C(Nc1cc(Cl)ccc1O)c1cc2n(n1)C(C(F)(F)F)CC(c1ccc3c(c1)OCO3)N2 (centres undefined)
  0, 3, 2, -7, 0.8, 0, 10, -3, -11
Cc1ccc(CNC(=O)C(C)C2Sc3ccccc3NC2=O)cc1 (centres undefined)
  2, 5, 0, -20, 0.1, -4, -20, -3, -2
C=C1c2cc(OC)ccc2NC(=O)N1CC
  -17, 2, 1, 9, 0.9, -2, 20, -2, 2
CC1(C)C2CCC1(CS(=O)(=O)Nc1ccccc1)C(=O)C2 (centres undefined)
  -21, -5, 1, -7, 0.4, -6, 11, -1, 7
Cc1onc(-c2ccccc2)c1C(=O)OCC(=O)Nc1cccc(Cl)c1
  -12, 9, 12, -7, 2.9, -4, 1, -6, -17
Cc1ccnc(NC(=O)CNC(=O)c2ccc(Br)o2)c1
  -12, 7, 0, 1, 0.9, -6, -7, 4, -5
CNc1c([N+](=O)[O-])cnn1-c1ccc(C)cc1
  22, 12, 0, -5, -0.4, 7, -7, -1, -4
Cn1c(=O)c2c(O)c(Cc3ccccc3)c(=O)n(C)c2n(C)c1=O
  -1, -6, 1, 2, 1.0, -14, -3, 1, 10
COc1ccc(OC)c(NC(=O)Nc2nc(CN)cs2)c1
  -9, 2, 0, 6, -0.1, -26, 8, -2, -3
COc1ccccc1NC(=O)Cc1noc(CSc2nnc(N)s2)n1
  11, -6, 1, -2, -0.1, -2, -7, -2, 2
CCOc1ccc(C2NC(=O)Cc3cc(OC)c(OC)cc32)cc1 (centres undefined)
  -1, -3, 1, 8, 0.5, -13, -1, -2, 5
O=C(CSc1n[nH]c(-c2ccccc2)n1)NCc1cccc(C(=O)O)c1
  -2, 1, 2, 15, 0.1, -8, 22, 0, 4
CC(=O)Nc1cc(-c2ccccc2F)cn2c(-c3ccccc3)cnc12
  -1, 0, 2, -3, 1.1, 7, 3, -2, -9
Cn1c(=O)c2ncn(CC(=O)Nc3cc(C(F)(F)F)ccc3N3CCOCC3)c2n(C)c1=O
  -35, -3, 2, 6, 0.6, 1, 17, 1, -4
COc1ccc(CNC(=O)C/C(C)=N/NC(=O)COc2ccc(C)cc2Br)cc1
  -3, -5, 1, 15, -0.3, -8, 4, -1, -3
CCOc1ccc2nc(NC3=NC(c4ccc(OC)cc4)CC(=O)N3)nc(C)c2c1 (centres undefined)
  -11, 6, -1, 8, 0.2, 5, 24, -1, 2
CCCCCN=C(C)c1c(O)c2ccccc2oc1=O
  -19, -7, 0, 5, 0.3, -7, 27, -1, -5
COc1ccc(NC(=O)CN(c2ccc(Cl)cc2)S(C)(=O)=O)cc1OC
  0, 1, 3, 2, 1.2, 3, -9, -2, 4
CCCOC(=O)c1ccc(NC(=O)COC(=O)C2CCN(c3ccc(C(F)(F)F)cn3)CC2)cc1
  -10, 9, 2, -1, 0.9, -9, -3, -1, -5
Cc1ccc(C(=O)NNc2ncnc3ccccc23)cc1
  -1, -3, 1, -5, 0.2, 3, -10, 5, -1
Cc1ccc(C(=O)N2CCN(S(=O)(=O)N3CCCCC3)CC2)cc1
  7, 3, 1, 7, 0.5, -8, -14, -1, -5
CSCC[C@H](NC(=O)Nc1ccc(C)cc1)C(=O)O
  -16, -5, 0, 7, 0.4, -3, 6, 3, 3
Cc1ccc(S(=O)(=O)NCCCC(=O)O)cc1
  -11, 7, 0, 1, 0.7, 13, 24, 0, -2
Cc1ccc(NS(=O)(=O)c2cccc(C(=O)NC3CC3)c2)c(C)c1
  -14, -1, 4, 11, 1.4, -19, 8, 5, 2
Cc1cccc(Nc2nc(OCC#N)nc(N(C)C)n2)c1
  0, -7, 1, -1, 1.2, 7, -8, 1, -10

For convenience, 9 of the compounds above.
Second line of a record – CHO-K1 Ca antag, CHRM5 antagonist, CHRM4 agonist, M4 PAM, M1 ag parental, M4 antag, M1 PAM parental, CHRM5 agonist, M5 PAM
CCCCCN=C(C)c1c(O)c2ccccc2oc1=O
  -19, -7, 0, 5, 0.3, -7, 27, -1, -5
COc1ccc(NC(=O)CN(c2ccc(Cl)cc2)S(C)(=O)=O)cc1OC
  0, 1, 3, 2, 1.2, 3, -9, -2, 4
CCCOC(=O)c1ccc(NC(=O)COC(=O)C2CCN(c3ccc(C(F)(F)F)cn3)CC2)cc1
  -10, 9, 2, -1, 0.9, -9, -3, -1, -5
Cc1ccc(C(=O)NNc2ncnc3ccccc23)cc1
  -1, -3, 1, -5, 0.2, 3, -10, 5, -1
Cc1ccc(C(=O)N2CCN(S(=O)(=O)N3CCCCC3)CC2)cc1
  7, 3, 1, 7, 0.5, -8, -14, -1, -5
CSCC[C@H](NC(=O)Nc1ccc(C)cc1)C(=O)O
  -16, -5, 0, 7, 0.4, -3, 6, 3, 3
Cc1ccc(S(=O)(=O)NCCCC(=O)O)cc1
  -11, 7, 0, 1, 0.7, 13, 24, 0, -2
Cc1ccc(NS(=O)(=O)c2cccc(C(=O)NC3CC3)c2)c(C)c1
  -14, -1, 4, 11, 1.4, -19, 8, 5, 2
Cc1cccc(Nc2nc(OCC#N)nc(N(C)C)n2)c1
  0, -7, 1, -1, 1.2, 7, -8, 1, -10
